Source: PubChem BioAssay (several laboratories)
PolyA inh – blocks polyadenylation in yeast reporter cells; S. cerevisiae SKY197-pL101 polyadenylation reporter, beta-gal luminescence; efflux-impaired pdr1/pdr3 knockout yeast; score 100 = 6 SD above DMSO; calls only at 12 µM; 300,000 tested, 0.02% active;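 active means lowest replicate activity score at least 50, where 100 means six control SD above control mean; inconclusive means lowest score under 50 but half or more replicates reach 50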;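 further: yeast exposed to compound for 9 h at 30 °C; higher score means more reporter readthrough which indicates perturbed polyadenylation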
HSF1 activator – increases HSF-1 driven luciferase reporter signal; activation, % at 9 µM; 300,000 tested, 1.7% active; AID 504408; NIH3T3-HGL HSF-1 luciferase reporter, MG132, 8 h; 100% = twice DMSO control signal;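 active means mean replicate activation of at least 50% with a set share of replicates each reaching 50%; inconclusive means only one of those two conditions met; inactive means mean below 50% and too few replicates reaching it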;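 further: 0% = median of the neutral control wells and 100% = twice that signal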
GSK3 alpha inh – inhibitors of human GSK-3 alpha kinase | ADP-Glo luminescence, 60 min | 320,000 tested, 0.1% active | AID 2650 | inhibition, % at 10 µM | P49840;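 in the data active means inhibition above about 50%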;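 further: GST-tagged GSK-3 alpha with peptide substrate and 25 µM ATP; 0% = DMSO neutral wells and 100% = GW8510 positive control wells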
Target sequence (P49840 whole entry, looked up): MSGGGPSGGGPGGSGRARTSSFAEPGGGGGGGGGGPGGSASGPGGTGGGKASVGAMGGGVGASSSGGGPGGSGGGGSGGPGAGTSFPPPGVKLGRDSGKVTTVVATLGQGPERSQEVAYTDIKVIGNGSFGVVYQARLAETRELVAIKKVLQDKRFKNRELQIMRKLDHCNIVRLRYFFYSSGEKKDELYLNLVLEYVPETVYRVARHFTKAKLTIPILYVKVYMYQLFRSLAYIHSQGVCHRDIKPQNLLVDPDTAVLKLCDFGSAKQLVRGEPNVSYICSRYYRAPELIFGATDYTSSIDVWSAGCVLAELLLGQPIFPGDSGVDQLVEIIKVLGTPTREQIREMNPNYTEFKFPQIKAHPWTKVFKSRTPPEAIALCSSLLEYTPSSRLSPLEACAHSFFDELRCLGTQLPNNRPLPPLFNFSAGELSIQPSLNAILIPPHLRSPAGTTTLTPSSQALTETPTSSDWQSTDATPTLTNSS
HSP90 refold inh – inhibitors of HSP90 luciferase refolding in rabbit reticulocyte lysate; luciferase refolding luminescence, 3 h; inhibition, % at 5.6 µM; 290,000 tested, 0.91% active; AID 1789;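 active means inhibition above the screen-wide mean plus 3 SD, computed separately per campaign, cut at about 16% in these data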;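 further: 0% = DMSO wells and 100% = 60 µM geldanamycin wells; inhibitors lower the luminescence because luciferase stays unfolded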
KLF5 inhibitor – kruppel-like factor 5 inhibition. DLD-1 KLF5 promoter-luciferase reporter, luminescence. inhibition, % at 5 µM. 290,000 tested, 0.23% active. AID 1700;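 active means inhibition above a per-plate limit of that plate's mean compound inhibition plus 3 SD, cut at about 60% in these data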;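 further: 0% = DMSO wells and 100% = LY294002 at 200 µM; higher means less KLF5 promoter-driven luciferase light; inactives centre near -14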
HSF1 inhib – HSF1 inhibition; activity change, negative = inhibition, % at 7.5 µM (by protocol); AID 2098; 300,000 tested, 0.77% active; NIH3T3-HGL HSE-luciferase, MG132-induced, luminescence 8 h; stronger effect = lower value;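 active means more than half of replicate wells show activity change below -50%, luminescence cut by over half; inconclusive means some wells, but at most half, below -50%; inactive means no replicate well below -50%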;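 further: luciferase reports HSF-1 transcriptional activity via heat shock element; 0% = median of DMSO wells and -100% = zero luminescence signal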
aSyn 5UTR inh – 5' untranslated region of α-synuclein, MLPCN primary screen. inhibition, % (tested at 7.5 µM). 300,000 tested, 0.82% active. alpha-synuclein 5'UTR reporter, inhibitor activity; in the data active means inhibition above about 60%; inconclusive means no clear call, values can overlap the other calls;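 further: H4 neuroglioblastoma cells stably carrying SNCA 5'UTR luciferase fusion; 0% = DMSO wells and 100% = positive control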
AI-2 QS mod – modulates the Vibrio harveyi AI-2 quorum sensing system | Vibrio harveyi JMH597 AI-2 luminescence/OD600 ratio, 9 h; stronger effect = lower value; strain lacks LuxN and CqsS sensors; 0 = neutral-control median | activity change, % at 7.5 µM | 300,000 tested, 0.4% active | AID 2094; in the data active means activity change below about -75%, passing the limit was not always enough; inconclusive means no clear call, values can overlap the other calls;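 further: luminescence divided by OD600 gain over 9 h not by final OD600 alone; inactives centre near 13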
GSK3beta inhib – blocks human GSK3beta kinase activity; GST-GSK3beta kinase, ADP-Glo luminescence, 60 min; stronger effect = lower value; activity score (negative = inhibition), % at 10 µM; 300,000 tested, 0.038% active; AID 2097;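 active means more than half of replicate wells score below -50%, meaning over 50% inhibition versus plate controls; inconclusive means some replicates but at most half score below -50%; inactive means no replicate scores below -50%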;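 further: 0% = median DMSO wells and -100% = median GW8510 positive control wells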
Target sequence (P49841 whole entry, looked up): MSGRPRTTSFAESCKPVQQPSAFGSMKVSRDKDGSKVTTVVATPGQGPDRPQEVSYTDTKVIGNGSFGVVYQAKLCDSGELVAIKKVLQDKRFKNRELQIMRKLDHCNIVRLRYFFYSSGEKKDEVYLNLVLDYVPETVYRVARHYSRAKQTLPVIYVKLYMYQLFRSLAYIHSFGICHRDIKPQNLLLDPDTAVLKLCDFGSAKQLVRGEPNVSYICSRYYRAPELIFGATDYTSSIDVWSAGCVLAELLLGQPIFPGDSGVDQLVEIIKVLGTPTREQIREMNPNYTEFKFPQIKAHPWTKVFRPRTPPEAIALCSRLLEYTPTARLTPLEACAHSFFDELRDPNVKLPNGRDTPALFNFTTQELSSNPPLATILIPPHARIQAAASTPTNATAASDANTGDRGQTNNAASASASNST
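test system = GST-tagged human GSK3beta kinase, cell-free | reagent = 25 µM ATP with peptide substrate | dosing = one dose of 10 µM per compound | schedule = 60 min reaction, RT | detection = luminescent ADP-Glo measurement of ADP formed | control set = DMSO neutral wells and GW8510 at 20 µM as positive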
IEC-6 tox – counter-screen for KLF5 inhibitors: cytotoxicity in IEC-6 cells; IEC-6 cytotoxicity, luminescence viability; 290,000 tested, 0.78% active; AID 1825; inhibition, % at 5 µM; in the data active means inhibition above about 22%;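 further: 0% = plate median of test compound wells and 100% = cytotoxic reference compound wells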
An asterisk follows results filed as active; i = inactive; ? = inconclusive; . = no result given. A portion of the library. The share of hits here may be higher or lower than overall.

SMILES	PolyA inh	HSF1 activator	GSK3 alpha inh	HSP90 refold inh	KLF5 inhibitor	HSF1 inhib	aSyn 5UTR inh	AI-2 QS mod	GSK3beta inhib	IEC-6 tox
CCOC(=O)c1[nH]ncc1CN1CCCC(C(=O)c2ccc(SC)cc2)C1 (centres undefined)	i	-1.2	-0.4	-0.5	4.0	-5.7	-1.0	5.5	-1.1	-0.1
S=c1[nH]nc(Cc2cccc3ccccc23)o1	i	.	-10.3	-0.6	-11.3	.	9.1	-10.3	-1.5	-1.4
Cc1ccc(C)c(N2CCN(C(=O)C3CCCN(S(=O)(=O)c4c(C)[nH]c(=O)[nH]c4=O)C3)CC2)c1 (centres undefined)	i	-1.0	-2.3	-0.7	-15.2	-4.4	11.7	49.1	2.3	0.1
CCCCCCn1c(CN2CCN(C)CC2)nc2c1c(=O)n(C)c(=O)n2C	i	-2.6	-3.0	-2.0	-17.9	-10.4	-1.5	10.0	4.3	1.7
COc1ccc(Cl)cc1N1CCN(CCNC(=O)Nc2ccccc2C)CC1	i	-2.3	-3.6	2.2	-25.4	0.5	0.6	-2.4	-1.1	4.5
CCCc1[nH]nc2c1C(c1ccc(OC(=O)c3ccco3)cc1)C(C#N)=C(N)O2 (centres undefined)	i	6.4	5.1	0.1	16.2	8.3	3.2	11.5	2.0	2.4
CC(C)CCOc1ccc(C(=O)N2CCN(c3ncccn3)CC2)cc1	i	17.4	-6.6	2.3	-13.1	1.7	-10.5	0.4	2.6	-3.8
Cc1cc(NC(=O)Cc2cccs2)nn1CC(=O)NCc1ccco1	i	3.7	0.0	0.8	-14.0	-2.7	-2.2	19.9	-0.8	-4.6
COc1ccccc1OCC(=O)Nc1ccc(S(=O)(=O)Nc2nccs2)cc1	i	18.1	-2.4	-4.1	7.5	-2.8	-16.3	17.8	2.2	11.9
COc1cc(C)c(C(C)C)cc1S(=O)(=O)n1cnc(C)c1	i	-2.6	-2.4	-2.2	37.0	-4.2	64.3*	2.9	3.7	36.4*
CCOC(=O)c1cccc(C(=O)Nc2nc3ccc(OC)cc3s2)n1	i	-5.0	1.5	1.4	-46.0	-5.5	-40.4	13.7	0.6	5.0
COc1cccc(N2C(=NC(=O)COc3ccccc3)SC3CS(=O)(=O)CC32)c1 (centres undefined)	i	-10.9	-1.5	0.1	-14.2	-2.3	15.5	9.3	-1.8	5.3
CC(C)Oc1ccc(C(CC(=O)N2CCOCC2)C(C)C)cc1 (centres undefined)	i	-1.1	-1.4	2.9	-7.6	-0.7	5.9	-3.0	3.9	-1.9
COc1ccc(NS(=O)(=O)c2cccc(NC(=O)NC3CCCCC3)c2)cc1	i	10.5	-1.7	1.4	-14.5	1.3	-1.1	50.5	1.2	2.2
c1cnc2ccc3ncccc3c2c1	i	2.1	14.0	5.6	-22.9	2.9	-33.0	10.3	-2.9	-5.1
CC(=O)c1ccc(NC(=O)C2Cc3ccccc3CN2C(=O)c2ccccc2)cc1 (centres undefined)	i	7.0	-0.4	-0.5	-2.9	-3.6	-31.9	9.2	-1.1	-1.0
COc1ccc(C(=O)Nc2cc3c(cc2OC)CCCC3)cc1Br	i	7.3	1.9	0.2	20.4	-1.0	-4.8	24.3	0.1	6.4
Cc1ccc(C(=O)c2c3ccccc3[n+]([O-])n2[C@@H](C)C(N)=O)cc1	i	4.8	-1.8	.	.	16.4	-86.6	-1.0	2.0	.
Brc1ccccc1-c1nnc(COc2cccc3cccnc23)o1	i	35.6	-1.3	3.4	-20.5	3.0	2.1	-50.8	-0.2	4.4
CCOc1cc(N2CCOCC2)c(OCC)cc1NC(=O)COC(=O)CCc1c[nH]c2ccccc12	i	-10.5	-2.3	1.6	-11.1	2.8	5.2	29.1	-1.0	-4.0
COc1cc(N2C(=O)C=CC2=O)c(OC)cc1Cl	i	-21.3	-0.8	3.9	-2.9	-15.4	7.3	-91.6*	1.3	15.8
Cc1nn(-c2ccccc2Cl)c(Cl)c1/C=N/Nc1cccc(C(=O)O)c1	i	-74.3	5.7	32.8*	-140.3	-71.0*	103.3*	25.7	2.9	-8.4
COc1ccc(C(NC(C)=O)c2cc(Cl)c3cccnc3c2O)cc1 (centres undefined)	i	-40.5	0.3	10.8	75.3*	-37.9	75.9*	-40.9	-3.8	54.0*
CN(C)S(=O)(=O)c1cccc(NC(=O)c2n[nH]c(=O)c3ccccc23)c1	i	0.9	0.7	-2.5	-11.9	-7.2	15.5	.	.	4.4
COc1ccc(N2CC(C)Cn3c2nc2c3c(=O)[nH]c(=O)n2C)cc1 (centres undefined)	i	1.5	1.7	-0.7	-13.5	-4.2	25.6	20.5	-0.1	1.5
Cc1nn2c(-c3cccnc3)ccnc2c1-c1ccccc1	i	13.7	4.4	-4.5	-38.6	13.2	-51.5	0.1	-2.8	5.7
O=C(CN1CCCCCC1)Nc1ccc(Cl)cn1	i	8.8	0.7	4.3	-38.4	1.0	-6.7	6.6	-2.7	-4.5
COc1cccc(NC(=O)CCc2nnc3ccc(N4CCC(C)CC4)nn23)c1	i	-3.2	-0.8	-5.7	-1.3	1.1	-6.0	20.1	-0.2	2.9
Cc1ccc(Oc2nc(-c3ccccc3)ncc2S(=O)(=O)c2ccc(C)cc2)cc1	i	-4.9	-1.8	2.8	-8.7	-1.9	15.5	28.2	2.9	4.9
COCCCN(C(=O)c1cccnc1SC)c1c(N)n(Cc2ccccc2)c(=O)[nH]c1=O	i	-0.8	-4.8	-3.9	1.6	-4.0	-29.5	18.1	0.8	2.6
COc1ccc(CN(C)C(C)C(=O)Nc2ccc([N+](=O)[O-])cc2Cl)cc1OC (centres undefined)	i	7.7	-2.2	2.9	-0.5	-7.7	39.2	24.9	1.6	2.7
CCCCn1c(NCc2ccncc2)nc2ccccc21	i	-8.4	-0.6	-1.9	-6.6	-4.6	16.2	22.1	1.0	-2.1
CC(=O)Nc1ccc(S(=O)(=O)NC2=NCN(C)CN2)cc1	i	-5.1	-5.0	-0.8	-13.7	-3.6	3.7	17.6	2.6	4.7
COc1ccc2nc3sc(C(=O)NCCN4CCc5ccccc5C4)cc3cc2c1	i	3.2	7.0	8.2	-38.3	8.0	-68.8	8.0	-2.4	10.4
CCOc1ccc2c(c1)C(c1ccc(C)cc1)=NNC(c1ccc(OC)cc1)=N2	i	49.2	-1.0	2.8	-10.7	2.3	22.4	11.8	-1.1	-0.9
Cc1ccccc1CN1CCc2c(OCC(=O)N3CCCc4ccccc43)cccc2C1=O	i	?	-3.1	10.7	-6.1	19.2	15.7	17.5	5.1	-2.7
O=C(Cn1ncc2c3ccccc3n(Cc3ccc(F)cc3)c2c1=O)N1CCN(c2ncccn2)CC1	i	6.9	.	3.9	-4.7	-7.2	13.2	12.1	0.1	0.2
COc1cccc(/C=N/NC(=O)C[n+]2ccccc2)c1O	i	26.7	-2.5	0.9	-36.5	39.9	3.7	3.8	-1.0	-4.6
CC(=O)NC(N(C#N)c1nc(Cl)nc(N(C)C)n1)C(Cl)(Cl)Cl (centres undefined)	i	0.5	-4.2	-5.4	-25.4	0.5	-22.5	9.7	-4.7	1.2
COc1ccc(Cl)cc1Nc1cc(C)nc2ccccc12	i	-10.0	3.5	.	.	-13.3	-23.9	7.7	-1.0	.
CN(Cc1ccccc1)C(=O)c1nn2cccnc2c1Cl	i	.	3.9	0.8	-5.3	.	-2.3	22.2	1.8	-4.9
CN(C(=O)c1ccccn1)C1(C(=O)NC2CCCCC2)CCCCC1	i	-7.7	-0.1	0.6	-6.6	-13.6	-41.8	10.7	-3.1	-8.5
N#CCCN(C(=O)CO/N=C/c1cccc([N+](=O)[O-])c1)c1ccccc1	.	8.5	-2.1	5.2	-25.0	1.6	20.4	25.6	0.8	8.4
C=CCNCCCCOc1ccc(Br)cc1C	i	-2.5	1.7	-3.1	-23.4	-6.0	-3.7	11.7	-5.0	-2.2
CC(C)c1nc2sc(C(=O)O)c(N)c2c2c1CCCC2	i	-21.9	0.7	-1.8	8.9	1.6	9.2	22.1	-0.2	-3.3
O=C(N/N=C/c1cccnc1)c1cc(-c2ccccc2Cl)nc2ccccc12	i	1.1	-1.6	3.6	-27.6	-1.6	20.4	0.0	-2.8	9.3
COC(=O)N/N=C\C=C\c1ccc2c(c1)OCO2	i	19.0	.	-2.0	-106.8	18.1	-134.0	3.2	2.0	1.7
Cc1cc(C)cc(C(=O)N2CCN(c3ccccn3)CC2)c1	i	-6.5	-0.7	2.3	6.2	-2.7	5.9	16.7	2.0	7.4
CC1CCCN(C(=O)COc2ccc(NC(=O)c3cccs3)cc2)C1 (centres undefined)	i	-0.5	0.9	0.5	-5.6	-0.8	-15.1	11.9	0.7	-3.1
O=C(Nc1ccnn1C1CCN(Cc2cccnc2)CC1)c1ccccc1Cl	i	-16.7	0.0	2.2	-23.1	-8.9	-4.8	17.7	1.1	1.6
C/C(=N\NC(=O)C1(C)CC1(Br)Br)c1ccc([N+](=O)[O-])cc1 (centres undefined)	i	36.8	1.2	4.3	-17.8	22.4	18.6	23.2	2.3	11.3
COc1ccc(/C=C/C(=O)CCC(=O)O)cc1	i	-7.6	-0.7	-8.2	-58.6	1.5	-77.6	13.5	1.1	2.5
O=C(O)[C@H](Cc1ccccc1)NC(=O)N1CCCCCC1	i	-0.5	2.7	-2.5	-32.5	-0.1	14.0	13.7	5.4	-5.7
O=C(NCC1(O)CCCCC1)C1CCC(=O)N(CCc2ccccc2)C1 (centres undefined)	i	19.2	0.8	-3.6	-15.7	2.9	-22.3	13.8	-0.8	-3.0
COc1nnc(-c2ccc(C)c(S(=O)(=O)NCCO)c2)c2ccccc12	i	-0.3	-1.9	-1.5	-3.5	0.5	15.9	7.2	0.9	3.4
Cc1cc(C)cc(C(=O)NCC(=O)OCC(=O)N2CCN(S(=O)(=O)c3ccc4ccccc4c3)CC2)c1	i	14.2	-0.2	-4.8	-21.7	4.0	6.9	24.5	0.0	-2.2
COC(=O)C1=C(C)N(C(C)C)C(=O)C1(NC(=O)C1CCCCC1)C(F)(F)F (centres undefined)	i	-2.0	1.0	0.8	-23.9	1.3	9.9	17.6	-1.2	-5.7
CCSc1nnc(NC(=O)CSc2nnc(CNC(=O)c3ccc(OC)cc3)o2)s1	i	7.3	-2.5	-0.2	-40.5	-4.2	-1.2	10.7	2.7	-3.8
